From PubChem
FH mod – Identification of activators of human fumarate hydratase by quantitative high-throughput screening. Fumarate hydratase, mitochondrial (Homo sapiens), P07954. FH coupled MDH/diaphorase resazurin fluorescence, 15 min. Potency, µM (titrated, usually from 79.9 µM), inactives show at the top dose activity change, negative = inhibition, most hits filed as inhibitors. 54,000 compounds, 0.22% hits. AID 1347055, 2019; further: potency means the concentration at half of the fitted maximal effect; on the % scale 0 is the no-effect control and ±100 the full control effect; the screen sought activators but most active calls are inhibition curves; nearly all actives have a fitted effect of over 45% in size
p53null 32C kill – selectivity test: cytotoxicity in p53 null cells, permissive temperature. H1299-neo p53 null cells, ATP luminescence, 24 h, 32C. Potency, µM (highest dose often 46.1 µM), inactives show at the highest dose activity change, negative = cytotoxicity, most hits filed as cytotoxic. 55,000 compounds, 0.62% hits;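 further: potency means the concentration at half of the fitted maximal effect; 0% = DMSO only and -100% = full killing by 100 µM tamoxifen; nearly all actives have a fitted effect of over 55% in size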
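AC50 values derive from Hill modelling of qHTS concentration-response data (up to 46 uM) in H1299-neo cells. Cells were treated 24 h at 32C following overnight attachment at 37C; viability was read as cellular ATP.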
TSG101-PTAP inh – blocks PTAP binding to human TSG101, validation | Fluorescence polarization, FITC-PTAP peptide/Tsg101, 20 min | Q99816 | Potency, µM (series often up to 115 µM), without a hit: top-dose activity change, negative = inhibition, hits mostly inhibitors | 44,000 tested, under 10 active; further: potency means the concentration at half of the fitted maximal effect; 0% is about no effect
Target sequence (Q99816 whole entry, looked up): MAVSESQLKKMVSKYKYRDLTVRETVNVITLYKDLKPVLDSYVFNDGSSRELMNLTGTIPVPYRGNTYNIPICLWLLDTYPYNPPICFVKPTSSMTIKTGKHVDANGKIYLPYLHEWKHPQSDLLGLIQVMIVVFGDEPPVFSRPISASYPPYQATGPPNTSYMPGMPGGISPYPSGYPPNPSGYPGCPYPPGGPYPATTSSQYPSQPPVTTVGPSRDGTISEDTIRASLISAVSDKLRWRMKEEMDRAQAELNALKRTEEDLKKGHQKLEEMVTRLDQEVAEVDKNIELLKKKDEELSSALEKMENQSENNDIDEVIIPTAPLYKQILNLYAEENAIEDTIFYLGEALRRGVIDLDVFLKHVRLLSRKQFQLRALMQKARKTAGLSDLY
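Fluorescence polarization: Tsg101 binding domain (10 uM final) in 10 mM HEPES pH 7.5, 0.15 M NaCl, 0.01% Tween 20, 3 mM EDTA, 0.1 mM TCEP; compounds pinned; FITC-PTAP peptide 50 nM final; 20 min, r.t.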
NTMT1 inh – blocks human N-terminal methyltransferase 1 activity; Potency, µM (highest dose often 114 µM), without a hit: at the top dose activity change, negative = inhibition, hits mostly inhibitors; AID 1645870; NTMT1 MTase-Glo SAH luminescence, purified enzyme; Q9BV86; 59,000 compounds, 2.5% hits;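 further: potency means the concentration at half of the fitted maximal effect; plate controls were DMSO vehicle for no effect and no enzyme for full effect; nearly all actives have a fitted effect of over 65% in size; many of its hits are not listed in these tables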
Target sequence (Q9BV86 whole entry, looked up): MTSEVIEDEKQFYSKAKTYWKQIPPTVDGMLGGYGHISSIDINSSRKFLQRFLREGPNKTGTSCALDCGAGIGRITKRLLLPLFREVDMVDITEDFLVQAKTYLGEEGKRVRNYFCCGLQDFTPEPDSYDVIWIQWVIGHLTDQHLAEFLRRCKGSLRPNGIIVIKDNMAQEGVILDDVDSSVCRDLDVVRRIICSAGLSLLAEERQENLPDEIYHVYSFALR
GALK inhibitor – inhibitors of human galactokinase (GALK) | 44,000 tested, under 10 active | AID 1347072 | Potency, µM (series often up to 57.5 µM), for inactives: at the highest dose activity, negative = inhibition, hits mostly inhibitors | recombinant GALK, Kinase-Glo ATP luminescence, 1 h;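 further: plate controls were full GALK reaction for no effect and reaction lacking GALK for full effect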
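Compounds were pinned into ATP buffer, then GALK-galactose mix was added (final 5 nM enzyme, 35 uM ATP, 100 uM galactose, pH 8.0). After 1 h at room temperature, Kinase-Glo Plus was added and luminescence read.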
p53null 39C kill – kills p53 null cells at the nonpermissive temperature. H1299 p53-null (neo) cells, 39C, ATPlite viability, 24 h. Potency, µM (titrated, usually from 46.1 µM), inactives show at the top dose activity, negative = cell killing, actives largely listed as cytotoxic. 55,000 compounds, 0.97% hits;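 further: potency means the concentration at half of the fitted maximal effect; 0% = DMSO only and -100% = full killing by 100 µM tamoxifen; nearly all actives have a fitted effect of over 50% in size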
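Following overnight plating at 37C (600 cells/well), H1299-neo or H1299-p53A138V cells are dosed up to 46 uM. Incubation lasts 24 hr at 39C before ATP detection.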
B2AR arrestin ag – ADRB2 beta-arrestin recruitment | P07550 | HTLA Tango cells, beta-arrestin recruitment, luciferase luminescence, 18 h | Potency, µM (series often up to 46.1 µM), inactives show at the top dose activation, actives largely listed as activators | 44,000 tested, under 10 active;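 further: potency means the concentration at half of the fitted maximal effect; 0% = DMSO and full agonism = EC100 isoproterenol or metaproterenol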
Target sequence (P07550 whole entry, looked up): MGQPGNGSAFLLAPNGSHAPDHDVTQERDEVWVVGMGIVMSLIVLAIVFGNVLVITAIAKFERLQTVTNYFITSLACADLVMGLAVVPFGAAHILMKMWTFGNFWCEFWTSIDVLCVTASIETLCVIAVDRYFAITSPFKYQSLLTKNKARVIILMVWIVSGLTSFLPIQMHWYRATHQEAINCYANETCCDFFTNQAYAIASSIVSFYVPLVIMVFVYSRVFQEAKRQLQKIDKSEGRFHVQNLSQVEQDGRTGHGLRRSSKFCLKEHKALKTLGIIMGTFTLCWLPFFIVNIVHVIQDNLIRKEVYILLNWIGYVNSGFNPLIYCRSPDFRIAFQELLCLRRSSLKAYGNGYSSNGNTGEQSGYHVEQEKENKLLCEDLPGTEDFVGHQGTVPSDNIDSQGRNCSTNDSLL
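Ligand-induced beta-arrestin recruitment to recombinant beta2-AR is measured via a tTA-driven luciferase reporter in Tango cells after 18 hr compound exposure at 37 degrees C. Concentrations span up to 46 microM.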
The depositor's hits bear a star; u = inconclusive; x = not tested or not shown; [ ] = dose if it differs, or a comment. The call rests on the fitted dose curve; in most records, active means well fitted curve in the direction sought with a large enough effect; inconclusive means small, poorly fitted or top-dose-only effect, or another doubt; inactive means no such curve, though single readings can be large; an effect the other way counts as inactive or inconclusive.

#	Structure	FH mod	p53null 32C kill	TSG101-PTAP inh	NTMT1 inh	GALK inhibitor	p53null 39C kill	B2AR arrestin ag
1	CCCCN(C)C(=O)Cn1c(SCC(=O)Nc2ccc(C)c(C)c2)nc2ccccc21	-2%	-2%	-4%	u	-3%	9%	0%
2	CCSc1nc2c([nH]c3ccccc32)c(=O)n1-c1ccc(OC)cc1	-2%	4%	-2%	7%	-4%	7%	-1%
3	COc1ccc(-c2c(C#N)c(SCC(=O)Nc3ccccc3C)nc(C)c2C(=O)Nc2ccccc2)cc1OC	-11%	10%	2%	11%	-4%	4%	0%
4	COc1ccc(NC(=O)C2CCCN(S(=O)(=O)c3c(C)[nH]c(=O)[nH]c3=O)C2)cc1 (configuration not stated)	-2%	3%	0%	8%	-10%	4%	-2%
5	CCn1cc(C(=O)N2CCN(c3ccccc3)CC2)c(=O)c2cc(S(=O)(=O)N3CCOCC3)ccc21	-3%	4%	-3%	0%	-2%	-4%	1%
6	COc1ccc(CCNC(=O)c2ccc(CNS(=O)(=O)c3ccccc3)cc2)cc1OC	-14%	2%	-1%	13%	8%	-15%	1%
7	O=C(NC1CCCCC1)c1ccc(CSc2nc3ccncc3n2Cc2ccccc2F)cc1	u	15%	-4%	5%	10%	-13%	-1%
8	Clc1cccc(-n2ncc3c(NCCCN4CCOCC4)ncnc32)c1	-5%	-9%	-2%	50µM*	2%	9%	0%
9	Cc1cc(NC(=O)CSc2ncc(C(=O)Nc3ccc(Cl)cc3)c(=O)n2C)no1	7%	0%	-3%	11%	-1%	35%[activator]	-1%
10	CC(=O)N1CCCc2cc(S(=O)(=O)N3CCCC(C(=O)NC(C)C)C3)ccc21 (configuration not stated)	u	-13%	1%	-1%	5%	-16%	1%
11	COc1ccc(-n2cc(-c3ccc4c(c3)OCO4)n(CC(=O)Nc3cc(Cl)ccc3C)c2=O)cc1	u	16µM*	-2%	u	-10%	10µM*	0%
12	Cc1ccc2c(=O)cc(C(=O)NCc3ccccc3)oc2c1	-11%	-12%	-1%	-19%	-1%	-11%	-1%
13	Cc1ccc(C)c(CN2C(=O)c3ccccc3S(=O)(=O)c3ccc(C(=O)N4CCc5ccccc54)cc32)c1	-5%	0%	0%	8%	-15%	-11%	1%
14	CC(C)Sc1nc2sc3c(c2c(=O)n1-c1ccccc1)CCCC3	-1%	-1%	1%	-2%	-19%	13%	0%
15	Cc1ccc(-c2noc(-c3ccc(NC4CCCC4)c([N+](=O)[O-])c3)n2)cc1	0%	-11%	-4%	8%	0%	0%	-2%
16	O=C(c1cccs1)N(Cc1cccnc1)c1nc2c(Cl)cccc2s1	-25%	49%[activator]	0%	u	0%	u	-1%
17	CCc1ccc(NC(=O)CC2C(=O)N(c3cccc(C)c3)C(=O)N2Cc2cccs2)cc1 (configuration not stated)	x	3%	1%	x	0%	22%	0%
18	Cc1nc2ccccn2c(=O)c1NC(=O)c1ccc(C(F)(F)F)cc1	-4%	-5%	-1%	6%	-3%	-15%	0%
19	Cc1ccccc1NS(=O)(=O)c1ccc2[nH]cc(C(=O)NCCc3ccccc3)c(=O)c2c1	-19%	0%	-3%	-9%	0%	12%	-2%
20	CCOc1ccc(-c2nn(CC(=O)NC3CCCC3)c3c2cnc2ccc(F)cc23)cc1	u	-2%	-4%	0%	1%	-24%	-1%
21	O=C(COc1ccccc1[N+](=O)[O-])N1CCC(c2nc3ccccc3o2)CC1	-10%	-11%	0%	15%	6%	-23%	-4%
22	O=C(Cn1ccc2ccccc2c1=O)NCCC(=O)Nc1ccc(F)cc1F	7%	-1%	-3%	-4%	0%	-3%	1%
23	O=S(=O)(Nc1cccc(-c2ccc(N3CCCCC3)nn2)c1)c1cccs1	x	16µM*	-1%	x	1%	10µM*	3%
24	CCC(=O)Nc1nnc(S(=O)(=O)N2CCCCCC2)s1	7%	10%	0%	11%	1%	20%	-1%
25	Cc1ccc(N(CC(=O)N2CCN(c3ccc(Cl)cc3)CC2)S(=O)(=O)c2c(C)noc2C)cc1	-13%	8%	-15%	-3%	-1%	-5%	1%

Random excerpt: two entries already listed
#	Structure	FH mod	p53null 32C kill	TSG101-PTAP inh	NTMT1 inh	GALK inhibitor	p53null 39C kill	B2AR arrestin ag
13	Cc1ccc(C)c(CN2C(=O)c3ccccc3S(=O)(=O)c3ccc(C(=O)N4CCc5ccccc54)cc32)c1	-5%	0%	0%	8%	-15%	-11%	1%
12	Cc1ccc2c(=O)cc(C(=O)NCc3ccccc3)oc2c1	-11%	-12%	-1%	-19%	-1%	-11%	-1%

(next part)
#	Structure	FH mod	p53null 32C kill	TSG101-PTAP inh	NTMT1 inh	GALK inhibitor	p53null 39C kill	B2AR arrestin ag
26	COc1cccc(Cc2nc3ccccc3nc2SCC(=O)N2CCc3ccccc32)c1	0%	-8%	0%	-5%	-1%	2%	0%
27	CCc1ccccc1NC(=O)c1cc2nc(-c3ccc(OC)c(OC)c3)cc(C(F)(F)F)n2n1	6%	0%	-1%	8%	0%	-8%	-1%
28	Cc1ccc(C)c2sc(NC(=O)c3ccc(S(=O)(=O)N4CCCC4)cc3)nc12	2%	5%	0%	9%	2%	-18%	-1%
29	Cc1ccc(Cl)cc1NC(=O)Cn1c(=O)n(CCC(=O)NCc2ccc3c(c2)OCO3)c(=O)c2sccc21	7%	2%	2%	u	-1%	4%	-2%
30	Cc1cc(C)cc(NC(=O)C(=O)NCC(c2cccnc2)N2CCN(c3ccccc3)CC2)c1 (configuration not stated)	u	2%	2%	27%	-11%	-7%	0%
31	COc1ccccc1CNC(=O)c1ccc2c(c1)CCN2S(=O)(=O)c1ccc(Cl)cc1	-24%	0%	2%	13%	3%	3%	-1%
32	COc1cc(C)c(Cl)cc1S(=O)(=O)NCCc1c(C)[nH]c2ccccc12	u	-18%	-6%	-1%	-3%	0%	0%
33	COc1ccc(NC(=O)c2cnc(SCC(=O)Nc3nc4ccc(C)cc4s3)n(C)c2=O)cc1	-10%	-3%	-1%	-6%	-3%	-14%	-2%
34	COC(=O)c1c(NC(=O)COc2cc(C)ccc2C(C)C)sc2c1CCC(C)C2 (configuration not stated)	5%	11%	2%	9%	-2%	-7%	0%
35	CCS(=O)(=O)c1ncc(N(Cc2ccc(F)cc2)Cc2ccco2)c(C(=O)Nc2cc(C)ccc2C)n1	-9%	7%	2%	2%	0%	-7%	-3%
36	CC(C)CCNC(=O)c1cn(C)c2ccc(S(=O)(=O)N3CCCC3)cc2c1=O	-2%	-2%	0%	-4%	9%	-15%	1%
37	Cn1c(=O)c2c(SCC(=O)NCc3ccco3)nc(-c3ccccc3)nc2n(C)c1=O	-13%	8%	-1%	u	-4%	17%	-1%
38	CCCCc1nn2c(=O)cc(COC(=O)c3ccccc3NC(=O)c3cccc(C)c3)nc2s1	4%	-8%	-3%	0%	0%	1%	0%
39	Cc1nc(-c2ccc(Cl)cc2)sc1CCNC(=O)C(=O)Nc1ccc(F)cc1F	-3%	-3%	1%	4%	-2%	4%	2%
40	Cc1cccc(-c2nnc3n(CCc4ccccc4)c(=O)c4ccccc4n23)c1	u	1%	0%	-22%	3%	-5%	0%
41	Cc1ccc(CNC(=O)c2ccc(N3CCCC3)c(NC(=O)Nc3ccc(F)c(Cl)c3)c2)cc1	-17%	4%	-5%	10%	-1%	11%	-1%
42	O=C(c1ccc(CSc2nc3ccncc3n2Cc2ccccc2)cc1)N1CCCCCC1	-3%	-14%	-2%	-1%	4%	u	-1%
43	CCc1ccccc1N(CC)C(=O)C(=O)Nc1ccc2nc3n(c(=O)c2c1)CCCCC3	-10%	7%	-6%	-8%	-3%	-11%	-3%
44	CC(=O)NC1CC(=O)N(c2ccc3c(c2)OCCO3)C1 (configuration not stated)	12%	-1%	-1%	5%	2%	28%	-4%
45	COc1ccc(CCNC(=O)CCc2cn(Cc3ccccc3Cl)c3ccccc23)c(OC)c1	-11%	11%	-6%	13%	0%	8%	-1%
46	CCc1nn(C(CC)C(=O)NCc2ccc(F)cc2)c(=O)c2cc3occc3n12 (configuration not stated)	-14%	-7%	0%	-17%	-2%	-8%	-1%
47	Cc1ccc(-c2noc(CNS(=O)(=O)c3ccc(F)cc3)n2)cc1	-12%	0%	1%	1%	2%	-5%	0%
48	COc1ccc(Nc2cc(C(=O)NC3CCCC3)c3ccccc3n2)cc1	-5%	0%	-4%	22%	-2%	11%	0%
49	Cc1ccccc1CNC(=O)c1cccc(NC(=O)c2nsc3ccccc23)c1	-2%	-23%	2%	u	2%	u	0%
50	COc1cc(NC(=O)CCc2c(C)nn(-c3ccc4nnc(C)n4n3)c2C)cc(OC)c1OC	-5%	-3%	4%	15%	0%	-4%	0%
51	COc1ccccc1NC(=O)CSc1nc2c(oc3ccccc32)c(=O)n1Cc1ccco1	-13%	-5%	-2%	26%	6%	-8%	-1%
52	Cc1cc(N2CCCCC2)nc2ccc(NC(=O)/C=C/c3ccccc3Cl)cc12	-12%	-2%	4%	-1%	3%	3%	1%
53	COc1cccc(CNC(=O)Cn2ncn3nc(-c4cccs4)cc3c2=O)c1	10%	14%	-1%	0%	4%	-13%	-3%
54	O=C(Cn1ncc2c([nH]c3ccccc32)c1=O)NCc1cccc(Cl)c1	9%	-10%	-5%	3%	0%	-5%	0%
55	COc1cc(C(=O)NC2CC(=O)N(c3cccc(F)c3)C2)cc(OC)c1OC (configuration not stated)	-3%	-3%	1%	9%	-4%	8%	-2%
56	CCN(CCCNC(=O)CSc1cc(=O)n(C)c2cc(Cl)ccc12)c1ccccc1	-30%	-6%	-13%	u	1%	2%	1%
57	CCOc1ccc2nc(N3CCCC(C(=O)Nc4ccc(OC)c(Cl)c4)C3)sc2c1 (configuration not stated)	-1%	-27%	-2%	0%	7%	-15%	1%
58	CCCCOc1ccc(C(=O)Nc2cc(-c3cn4cccnc4n3)ccc2OC)cc1	21%	-9%	0%	1%	2%	17%	0%
59	CCOC(=O)c1ccc(NC(=O)CN2c3ccccc3S(=O)(=O)c3ccccc32)cc1	u	8%	0%	u	-2%	70%[activator]	2%
60	CN1CCN(c2ncc3c(n2)CCN(Cc2cc(Br)cs2)C3)CC1	8%	-3%	-1%	-5%	-1%	8%	1%
61	CCc1ccc(-n2nc3ccc(NC(=O)c4ccc(C#N)cc4F)cc3n2)cc1	1%	14%	-3%	9%	10%	14%	1%
62	Cc1cc2[nH]c(=O)c(=O)[nH]c2cc1S(=O)(=O)N1CCN(c2ccccc2)CC1	u	4%	-8%	-24%	3%	6%	0%

A portion of the library; the hit share may differ from the screen's.
